Source: PubChem BioAssay
HT1080NT lethal: kills 2HG-producing HT-1080-NT fibrosarcoma cells | Potency, µM (series often up to 46.1 µM), for the others: at the top dose activity, negative = less viability, most hits filed as cytotoxic | HT-1080-NT fibrosarcoma viability, CellTiter-Glo ATP luminescence, 48 h | AID 686970 | actives 1.6% (n = 360,000);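 further: NT is the 2HG producing partner of a matched IDH1 knockdown line; potency means the concentration at half of the fitted maximal effect; 0% = DMSO-treated cells and -100% = media-only wells without cells; nearly all actives have a fitted effect of over 55% in size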
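Viability of the 2HG-overproducing fibrosarcoma line after 48 hours of compound exposure at 37 degrees C was determined by luminescence with CellTiter-Glo, and concentration-effect curves were then fitted and categorized.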
HepG2 tox: kills HepG2 cells in TGF-b inhibitor counter-screen | HepG2 CAGA-GFP viability, ATP luminescence, 18 h | Potency, µM (doses to about 46.1 µM), for inactives: top-dose activity change, negative = cytotoxicity, hits mostly cytotoxic | actives 0.76% (n = 410,000) | AID 588856; further: potency means the concentration at half of the fitted maximal effect; some results filed as inactive show a strong effect at the top dose
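CellTiter-Glo luminescence gave cytotoxicity after 18 hours at 37 degrees C. The cells were HepG2 CAGA-GFP in 1% FBS DMEM, stimulated with 500 pg/mL TGF-beta after compound addition. %Activity was normalised to no-cell wells (complete cell-killing) and DMSO (no toxicity), and curves were fitted and classified.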
HT1080 IDH1KD tx: HT-1080 IDH1 knockdown cell toxicity (counter line). HT-1080 IDH1 knockdown viability, ATP luminescence, 48 h. Potency, µM (series often up to 46.1 µM), for inactives: top-dose activity, negative = toxicity, actives largely listed as cytotoxic. actives 2% (n = 360,000). AID 686971;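 further: potency means the concentration at half of the fitted maximal effect; 0% = DMSO wells and -100% = cell-free medium wells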
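HT-1080-IDH1KD cells (IDH1 knocked down), 750/well in RPMI with 5% FBS, treated with compound 48 h at 37 degrees C. Viability by CellTiter-Glo luminescence, normalised to DMSO and no-cell wells; concentration-response curves classed.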
IL-1B inflam inh: blocks inflammasome-driven IL-1 beta release | actives 4.7% (n = 360,000) | THP-1 LPS/ATP IL-1B secretion, AlphaLISA, 16 h; stronger effect = lower value | AID 743279 | activity change, % at 57.5 µM; in the data active means activity change below about -50%; inconclusive means mostly about -30% to -49%; further: on the % scale 0 is the no-effect control and ±100 the full control effect
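Secreted IL-1B measured by AlphaLISA bead assay after 16 h compound exposure of THP-1 cells; compounds (final up to 57.5 uM) added 1 h before LPS (250 ng/mL) and ATP (1.25 mM) stimulation; lower signal means less secretion.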
KB-3-1 cytotox: KB-3-1 parental cell cytotoxicity | KB-3-1 viability, CellTiter-Glo ATP luminescence, 72 h | actives 1.4% (n = 400,000) | Potency, µM (doses to about 46.1 µM), for the others: at the top dose activity change, negative = cytotoxic, hits mostly cytotoxic; further: potency means the concentration at half of the fitted maximal effect; on the % scale 0 is the no-effect control and ±100 the full control effect; nearly all actives have a fitted effect of over 60% in size
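Parental KB-3-1 adenocarcinoma cells in phenol-red-free DMEM with 10% FBS were pin-treated with compounds at several concentrations, incubated 72 h at 37 °C, and viability read by CellTiter-Glo luminescence; concentration-effect curves were fitted after normalization.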
SW480 rerep: inducers of DNA re-replication in SW480 colon cancer cells | SW480 DNA re-replication, Hoechst DNA content imaging, 48 h | actives 1.8% (n = 340,000) | Potency, µM (series often up to 46.1 µM), without a hit: at the highest dose re-replication activation, most hits filed as activators; further: potency means the concentration at half of the fitted maximal effect; % of control where 0% means no effect; nearly all actives have a fitted effect of over 55% in size
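Readout is total intensity of Hoechst-stained nuclei, excited at 405 nm and collected at 500-530 nm. Compound treatment lasted 48 hr at 37 C in 5% CO2 before staining.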
ATXN2 expr inh: reduces ATXN2 reporter expression in HEK-293 cells. actives 0.72% (n = 360,000). HEK-293 ATXN2-luciferase reporter, luminescence, 24 h. AID 1745845. Potency, µM (top dose mostly 57 µM), for the others: at the top dose activity change, negative = inhibition, actives largely listed as inhibitors; further: potency means the concentration at half of the fitted maximal effect; on the % scale 0 is the no-effect control and ±100 the full control effect; nearly all actives have a fitted effect of over 55% in size
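ATXN2-luciferase reporter cells (luciferase flanked by upstream and downstream ATXN2 gene portions) were treated 24 h at 37 °C with compounds at up to 57 uM. SteadyGlo luminescence gave expression; GF-AFC fluorescence gave viability.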
MCF10A rerep: induces DNA re-replication in MCF 10a normal breast cells | Potency, µM (top dose mostly 46.1 µM), inactives show top-dose activity, positive = re-replication, actives largely listed as activators | MCF 10A DNA re-replication, Hoechst nuclear intensity, 48 h | AID 624296 | actives 2.9% (n = 350,000); further: potency means the concentration at half of the fitted maximal effect; % of control where 0% means no effect; nearly all actives have a fitted effect of over 50% in size
S2 tox: viability counter-screen for ATXN expression inhibitors | actives 0.49% (n = 400,000) | S2 cells (HEK-293 line with an ATXN2-luciferase reporter) viability, CellTiter-Fluor protease fluorescence, 24 h | Potency, µM (doses to about 56.7 µM), usual class: cytotoxic; further: potency means the concentration at half of the fitted maximal effect; nearly all actives have a fitted effect of over 40% in size
The depositor's hits bear a star; i = inactive; ? = inconclusive; / = not tested or not shown; & = joins results of further samples; [ ] = remark or other dose. Unless noted, the call rests on the fitted dose curve; in most records, active means well fitted curve in the direction sought with a large enough effect; inconclusive means small, poorly fitted or top-dose-only effect, or another doubt; inactive means no such curve, though single readings can be large; an effect the other way counts as inactive or inconclusive.

SMILES | HT1080NT lethal | HepG2 tox | HT1080 IDH1KD tx | IL-1B inflam inh | KB-3-1 cytotox | SW480 rerep | ATXN2 expr inh | MCF10A rerep | S2 tox
CCCc1ccc(S(=O)(=O)N2CCC(Oc3ccc(-n4cnnn4)cc3)CC2)cc1 | / | 0% | / | / | ? | / | 8% | / | i
O=S(=O)(c1ccc2c(c1)OCCO2)N1CCN(S(=O)(=O)c2c(F)cc(F)cc2F)CC1 | / | 3% | / | / | 8% | 0% | 12% | 5% | i
COc1ccc2nc(Cl)c(/C=N/Nc3ccccn3)cc2c1 | -13% | -6% | -11% | -2 | 11% | ? | 52%[activator] | ? | i
CN(C(=O)c1ccc(=O)n(Cc2ccc(Cl)cc2)c1)c1ccccc1 | 9% | -23% | 11% | -5 | 3% | 10% | -2% | -6% | i
N/C(=N\OC(=O)COc1ccc(Cl)cc1Cl)c1ccncc1 | 3% | -35% | -4% | -24 | -16% | -7% | 16% | -22% | ?
CC[C@H](C)NC(=O)c1ccc(Cn2c(=S)[nH]c3c([nH]c4ccc(OC)cc43)c2=O)cc1 | 0% | 3% | 1% | -2 | -11% | 1% | 0% | 2% | i
CSc1ccc(S(=O)(=O)NC2CCCCC2)cc1 | -1% | -10% | -9% | 4 | 0% | 1% | -14% | 4% | i
CCOC(=O)CSc1n[nH]c(NC(=O)CC)n1 | -17% | -11% | 1% | 16 | 1% | -37%[inhibitor] | 13% | 0% | i
O=C(COc1ncnc2c(Cl)cc(Cl)cc12)NC1CCCCCC1 | 0% | 4% | -5% | 0 | -1% | ? | 3% | 1% | i
CC1(C)CN2C(=O)c3ccccc3C2(C)S1 (stereo unspecified) | 18% | -1% | 12% | 25 | 3% | -3% | 4% | 0% | i
CC1(C)CC(=NNC(=O)c2n[nH]c3c2CCC3)CC(C)(C)N1 | 2% | -8% | -3% | 29 | 18% | -1% | 11% | 14% | i
CCn1cc(C(=O)NCCc2ccccc2)c(=O)c2cc(S(=O)(=O)N(C)C3CCCCC3)ccc21 | / | 1% | / | / | 0% | / | 13% | / | i
COc1ccc(Nc2ccc([N+](=O)[O-])c3nonc23)c(OC)c1 | -23% | -4% | ? | -8 | -1% | -1% | -2% | -10% | i
Cc1ccc(S(=O)(=O)N2CCN(C(=O)c3ccc(S(=O)(=O)N4CCCC4)cc3)CC2)cc1 | 6% | -11% | 3% | -11 | 6% | -11% | -2% | 9% | i
Cc1cc(C)c(C)c(OCC(=O)N2CCOCC2)c1 | 13% | -2% | 9% | 2 | 17% | 2% | -5% | -2% | i
Cc1cc(N=Cc2c(O)n(-c3cccc(Cl)c3)c(=O)c3ccccc23)no1 | -14% | -11% | -24% | 0 | -11% | / | -2% | / | ?
CC1=C(C(=O)N2CCCC(N3CCN(c4cccc(Cl)c4)CC3)C2)OCCO1 (stereo unspecified) | 0% | 2% | 25% | 5 | -4% | 1% | 8% | 11% | i
COC(=O)C1=C(C(=O)OC)C(c2cc(Cl)ccc2O)c2sc(=O)[nH]c2S1 (stereo unspecified) | -5% | -43% | 2% | 25 | 5% | 2% | 2% | -3% | i
COc1ccc(Cc2nnc(N/N=C/c3ccc(N(C)C)cc3)[nH]c2=O)cc1OC | 2% | 10% | -2% | 2 | 19% | -17% | 8% | -5% | i
O=S(=O)(c1ccc(-c2ccon2)s1)N1CCN(CCN2CCOCC2)CC1 | -6% | -1% | 5% | 14 | 2% | -2% | 0% | -5% | i
O=[N+]([O-])c1ccccc1NS(=O)(=O)c1ccccc1 | -1% | -2% | -7% | 8 | -6% | / | / | / | i
COc1cccc(NC(=O)CSC2=C(C#N)C(c3ccco3)C3=C(CCCC3=O)N2)c1 (stereo unspecified) | 9.2µM* | -16% | 7.3µM* | ? | ? | 13µM* | 2% | 25µM* | i
N#Cc1nc(COc2ccc(Cl)cc2Cl)oc1N1CCOCC1 | -4% | -8% | ? | ? | 0% | 26% | 45%[activator] | -16% | i
CCN(CC)S(=O)(=O)c1ccc(C(=O)Nc2nnc(CSC)o2)cc1 | 10% | 1% | 6% | -4 | 30% | -16% | 6% | 0% | i
CCOC(=O)c1c(C)[nH]c(C(=O)OCC(=O)Nc2cc(C)c(Cl)cc2OC)c1C | -2% | -20% | -4% | 70 | 6% | ? | ? | 0% | i
Cc1ccc(NCc2nnc3n2CCCCC3)cc1Cl | / | 3% | / | / | 10% | / | 9% | / | i
Cc1ccc(N2C(=O)N(CC(=O)Nc3ccc(C)cc3C)C(=O)C2C)cc1 (stereo unspecified) | 4% | -2% | 3% | 0 | -10% | -11% | 1%[11.3 µM] | 6% | i
CCOCC(=O)Nc1ccc(-c2cn3cccnc3n2)cc1 | 5% | -8% | 22% | 25 | 2% | -9% | 16% | -6% | i
CCN(C(=O)CN1CCN(c2ccc(O)cc2)CC1)c1c(N)n(Cc2ccccc2)c(=O)[nH]c1=O | -5% | -18% | 16% | 0 | 2% | ? | -5% | -3% | i
N=C(N)SCc1ccc(O)c([N+](=O)[O-])c1 | 12% | -3% | 7% | -9 | -7% | 5% | 5% | 2% | i
O=C(NC(c1ccc(Cl)cc1)c1cnccn1)C1CCN(Cc2ccc(Oc3ccccc3)cc2)CC1 (stereo unspecified) | ? | -99% | 16µM* | / | ? | / | ? | / | ?
CC(=O)c1csc(-c2cccc(-c3nc4ccc(Cl)cn4c3NC3CCCCC3)c2)c1 | 1% | -18% | 8% | -22 | ? | ? | -8% | ? | i
CNc1snc(C)c1C(=O)OCC(=O)NCc1ccccc1OC | -1% | 2% | 3% | -12 | 18% | 0% | 5% | 8% | i
CC(C)(C)NC(=S)NC(=O)C12CC3CCC(CC(C3)C1)C2 | 3% | -27% | 12% | -3 | 4% | 10% | -7% | 7% | i
CNC(=O)CSCc1cnn(-c2ccccc2)c1-n1cccc1 | -1% | -1% | 7% | -9 | 12% | -5% | 2% | 3% | i
Cc1ccccc1C(N)c1ccncc1 (stereo unspecified) | 11% | 19% | -1% | 18 | -2% | ? | / | -3% | i
O=C(CC1SC(=O)N(Cc2ccccc2Cl)C1=O)Nc1nccs1 (stereo unspecified) | -5% | 13% | -8% | 14 | 12% | 26% | -1% | 3% | i
CCC(C)(C)NC(=O)C(c1cccs1)N(CC1CCCO1)C(=O)Cn1nnc2ccccc21 (stereo unspecified) | 17% | 5% | 3% | 8 | 13% | 1% | -4% | 4% | ?
CCN(CC)c1ccc(NC(=O)c2cc3ccccc3o2)c(C)c1 | 6% | -8% | 17% | -4 | -3% | 9% | 1% | ? | i
Cc1cc(=O)[nH]c(-n2[nH]c3c(c2=O)CCCC3)n1 | -17% | -1% | -29% | -3 | -3% | -3% | -12% | 6% | ?
CCN(CC(=O)NCC1CCCO1)S(=O)(=O)c1ccc2ccccc2c1 (stereo unspecified) | 11% | 8% | 25% | 1 | 21% | 2% | -6% | 1% | i
CCOC(=O)c1oc2ccc(CNC3CCCCC3)c(Cl)c2c1C | 11µM* | -52% | -18%[9.24 µM] | -82* | -17% | ? | -34% | 16µM* | i
Cc1cc(C(=O)NNc2c(Cl)cccc2Cl)no1 | -3% | 9% | 7% | 4 | 0% | -14% | / | -6% | /
Nc1cc2c(cc1[N+](=O)[O-])OCCO2 | -1% | -3% | -9% | 0 | 25% | / | 1% | -7% | i
CCCCn1c(SCC(=O)N2c3ccccc3CCc3ccccc32)nc2c1c(=O)n(C)c(=O)n2C | 10% | -6% | 5% | 21 | -11% | -2% | -5% | 9% | i
CN(C)CC1CCCCC1OC(=O)/C=C/c1ccc(Cl)cc1Cl (stereo unspecified) | -29% | -37% | -15% | -79* | 11% | 8% | 0% | 8% | i
CCOC(=O)C[C@H]1c2ccc(C(F)(F)F)cc2S(=O)(=O)N1Cc1ccccc1 | 0% | 0%&-27% | 5% | -11 | -1%&0% | -1% | -16% | 7% | i
COc1cccc(C2CC(=O)Nc3c2c(=O)[nH]c2ncnn32)c1 (stereo unspecified) | 2% | 4% | 6% | 17 | 5% | 1% | 14% | 2% | i
Cc1ccc(-c2cc(C(=O)O)c3ccccc3n2)c(C)c1 | 2% | -16% | -3% | 23 | 0% | -8% | / | ? | i
Cc1ccc(S(=O)(=O)NCCNS(=O)(=O)c2ccccc2Br)cc1 | 3% | 0% | 14% | 3 | 5% | 6% | 1% | -7% | i
CCOc1ccc(NC(=O)CCCNC(=O)Cn2cnc3sc(C)c(C)c3c2=O)cc1 | ? | 0% | ? | 9 | -7% | ? | 0% | ? | ?
CCOC(=O)c1csc(NC(=O)CN2CCN(C)CC2)n1 | 4% | -14% | ? | -13 | 0% | 26% | / | -4% | i
CCn1cc(/C=C(\NC(=O)c2ccc(OC)c(OC)c2)C(=O)NCCCO)c2ccccc21 | 2% | -1% | 11% | -7 | -18% | -51%[inhibitor] | 13% | -18%[9.22 µM] | i
COc1ccc(NC(=O)/C(=C\c2ccc(OS(=O)(=O)c3ccc(C)cc3)cc2)NC(=O)c2ccccc2)cc1 | 11% | 2% | 15% | -17 | 2% | 17% | 13% | ? | i
Cc1cc(C)cc(NS(=O)(=O)c2ccc(NC(=S)NC(=O)c3cccs3)cc2)c1 | ? | -18% | ? | ? | 23µM* | ? | ? | ? | i

Some of these compounds in order of count of non-hydrogen atoms, smallest number first:
SMILES | HT1080NT lethal | HepG2 tox | HT1080 IDH1KD tx | IL-1B inflam inh | KB-3-1 cytotox | SW480 rerep | ATXN2 expr inh | MCF10A rerep | S2 tox
Nc1cc2c(cc1[N+](=O)[O-])OCCO2 | -1% | -3% | -9% | 0 | 25% | / | 1% | -7% | i
Cc1ccc(S(=O)(=O)NCCNS(=O)(=O)c2ccccc2Br)cc1 | 3% | 0% | 14% | 3 | 5% | 6% | 1% | -7% | i
CCOc1ccc(NC(=O)CCCNC(=O)Cn2cnc3sc(C)c(C)c3c2=O)cc1 | ? | 0% | ? | 9 | -7% | ? | 0% | ? | ?
